Assay outcomes from PubChem BioAssay.
RGS7-Gao: human RGS7-Galphao interaction regulation | Multiplexed bead flow cytometry, RGS7-Galphao binding; actives lie on both sides | binding response (% of control), % at 10 µM | hit rate 0.35% among 220,000 | AID 1439; in the data active = binding response below about 49% or above about 150%; inconclusive = no clear call, values can overlap the other calls; inactive = in between;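 note: fluorescent Galphao held in activated GDP-AlF4 state binding bead-coupled RGS7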
Target sequence (P09471 whole entry, looked up): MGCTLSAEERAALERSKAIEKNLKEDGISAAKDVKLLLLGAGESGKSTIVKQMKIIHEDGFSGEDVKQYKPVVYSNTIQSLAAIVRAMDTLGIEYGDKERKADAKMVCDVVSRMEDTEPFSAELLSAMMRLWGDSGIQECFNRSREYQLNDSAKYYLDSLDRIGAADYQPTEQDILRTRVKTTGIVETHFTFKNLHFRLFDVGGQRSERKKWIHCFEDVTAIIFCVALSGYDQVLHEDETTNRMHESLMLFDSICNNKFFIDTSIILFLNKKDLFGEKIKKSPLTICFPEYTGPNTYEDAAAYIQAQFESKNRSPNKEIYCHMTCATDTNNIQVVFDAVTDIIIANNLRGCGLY
Bfl-1 Bim block: inhibitors of Bim-Bfl-1 interaction, human; Q16548; Bead-based flow cytometry, Bim-Bfl-1 binding inhibition; inhibition, % at 10 µM; hit rate 0.12% among 190,000; AID 1008;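 note: 0% = wells without compound plus tracer and 100% = blocker peptide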
Mcl1-Bid inh: Mcl-1/Bid interaction inhibition; Q07820; inhibition, % at 21.7 µM; TR-FRET Mcl-1/Bid-Dy647 peptide binding, 1536-well; hit rate 0.97% among 220,000; AID 1021;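 active = compounds that cut the binding signal by more than half at the single screening dose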;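 note: His-tagged Mcl-1 with europium anti-His antibody binding Bid BH3 peptide; 0% = Mcl-1 plus peptide wells and 100% = peptide-only wells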
Bcl-XL Bim block: disrupts Bim peptide binding to human Bcl-XL. AID 1007. hit rate 0.04% among 190,000. inhibition, % at 10 µM. Q07817. bead flow cytometry, fluorescence
Target sequence (Q07817 whole entry, looked up): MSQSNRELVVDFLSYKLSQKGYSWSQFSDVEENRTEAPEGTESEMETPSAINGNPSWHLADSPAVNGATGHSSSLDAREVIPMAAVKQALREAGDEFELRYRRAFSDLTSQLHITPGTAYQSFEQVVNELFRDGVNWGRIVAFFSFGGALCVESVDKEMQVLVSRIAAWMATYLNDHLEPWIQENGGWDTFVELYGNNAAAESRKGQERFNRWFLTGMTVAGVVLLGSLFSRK
RGS8-Gao: modulates binding of RGS8 to human Galphao | multiplexed bead flow cytometry; actives lie on both sides | response (percent of control binding), % at 10 µM | hit rate 0.34% among 220,000 | P09471 | AID 1423; in the data active = response below about 60% or above about 140%; inactive = in between;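 note: Galphao activated as the GDP aluminium fluoride complex binding bead-coupled RGS8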
Bcl-2 Bim block: human Bim-Bcl-2 interaction inhibition | P10415 | Bead-based flow cytometry, Bim peptide-Bcl-2 binding | inhibition, % at 10 µM | hit rate 0.06% among 190,000 | AID 950; in the data active = inhibition above about 40%; inconclusive = no clear call, values can overlap the other calls;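 note: 0% = no compound wells with probe peptide and 100% = reference peptide inhibitor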
RGS4-Gao reg: modulates binding of RGS4 to human Galphao; binding response (% of control), % at 10 µM; P09471; Multiplexed bead flow cytometry; actives lie on both sides; hit rate 0.33% among 220,000; AID 1415; in the data active = binding response below about 49% or above about 150%; inactive = in between;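 note: fluorescent Galphao activated with aluminum fluoride binding bead-coupled RGS4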
Bim-Bcl-W: human Bim-Bcl-W interaction inhibition | Q92843 | bead-based flow cytometry, Bim peptide-Bcl-W binding | inhibition, % at 10 µM | hit rate 0.02% among 190,000 | AID 952;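 note: 0% = bound tracer without compound and 100% = peptide blocker; higher means less fluorescent Bim peptide bound to Bcl-W beads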
Target sequence (Q92843 whole entry, looked up): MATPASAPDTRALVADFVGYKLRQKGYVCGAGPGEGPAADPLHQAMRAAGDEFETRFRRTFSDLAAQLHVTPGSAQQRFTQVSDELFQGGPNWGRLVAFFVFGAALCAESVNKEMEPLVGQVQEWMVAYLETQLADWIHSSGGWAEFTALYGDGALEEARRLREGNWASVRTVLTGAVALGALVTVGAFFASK
Mcl-1 Bim block: disrupts Bim peptide binding to human Mcl-1; Q07820; Bead-based flow cytometry, Bim peptide-Mcl-1 binding; inhibition, % at 10 µM; hit rate 0.1% among 190,000; AID 1009;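 note: 0% = no compound tracer wells and 100% = peptide blocker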
GSH fluor: compound fluoresces at 488/530 nm on GSH beads | GSH beads flow cytometry, compound fluorescence 488/530 nm; stronger effect = higher value | fluorescence (KMESF) at 10 µM | hit rate 0.25% among 190,000; in the data active = fluorescence above about 89;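 note: glutathione beads carrying GST-tagged Bcl family fusion proteins plus one bare bead set; values are compound well signal with DMSO vehicle wells as background; inactives centre near 16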
Bim-Bcl-B: human Bim-Bcl-B interaction inhibition; Q9HD36; bead-based flow cytometry, Bim peptide-Bcl-B binding; inhibition, % at 10 µM; hit rate 0.073% among 190,000;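 note: 0% = tracer peptide without compound and 100% = reference inhibitor peptide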
Target sequence (Q9HD36 whole entry, looked up): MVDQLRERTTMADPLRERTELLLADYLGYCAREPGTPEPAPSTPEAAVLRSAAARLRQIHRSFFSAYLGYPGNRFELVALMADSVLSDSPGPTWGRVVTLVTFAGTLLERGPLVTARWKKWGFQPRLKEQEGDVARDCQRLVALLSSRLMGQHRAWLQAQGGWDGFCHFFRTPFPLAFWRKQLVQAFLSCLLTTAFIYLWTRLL
The depositor's hits bear a star; ? = inconclusive; · = no result given. Cut-off read from the data, not from the text of the source, unless noted: active = inhibition above about 40%.

# | compound | RGS7-Gao | Bfl-1 Bim block | Mcl1-Bid inh | Bcl-XL Bim block | RGS8-Gao | Bcl-2 Bim block | RGS4-Gao reg | Bim-Bcl-W | Mcl-1 Bim block | GSH fluor | Bim-Bcl-B
1 | COCCN(C(=O)c1cc(OC)c(OC)c(OC)c1)c1c(N)n(Cc2ccccc2)c(=O)[nH]c1=O | 103 | -6 | 5 | 1 | 104 | -3 | 104 | 1 | -1 | 22 | -6
2 | O=S(=O)(Cc1ccccc1)NCC1CCCN(Cc2cccc3nonc23)C1 (configuration not stated) | 102 | 2 | 1 | 0 | 105 | 0 | 103 | -1 | -1 | 26 | 0
3 | CCOc1ccc(CC(=O)C2=C(N3CCOCC3)CC(C)(C)CC2=O)cc1OCC | 99 | -7 | -20 | -4 | 110 | -4 | 101 | -3 | -2 | 14 | -6
4 | COC(=O)CCCCCCCCCCN1CCCCC1 | 104 | -14 | 4 | -6 | 104 | -4 | 106 | -4 | -2 | 16 | -10
5 | O=S(=O)(c1ccc(NC(=S)NCCC(c2ccccc2)c2ccccc2)cc1)N1CCOCC1 | 100 | -1 | -8 | -9 | 99 | -4 | 101 | -2 | -6 | 7 | -8
6 | COc1ccc(C(=O)N2CCOC2CNC(=O)C(=O)NCc2ccc(Cl)cc2)cc1 (configuration not stated) | 99 | -4 | -2 | -2 | 108 | 0 | 106 | 4 | 2 | 20 | 1
7 | CN(C)C(=O)c1cc(Br)ccc1Cl | 99 | 0 | -3 | -4 | 97 | -2 | 99 | 0 | 0 | 8 | -4
8 | CCOc1cc(NC(=S)NCCCN2CCOCC2)c(OCC)cc1NC(=O)c1ccc(OC)cc1 | 100 | -5 | -63 | 0 | 100 | -4 | 98 | 0 | -3 | 14 | -2
9 | Cn1c(N)c(Br)c(-c2ccc(F)cc2)c(C#N)c1=O | ? | -4 | 1 | -4 | 98 | -4 | 102 | -7 | -5 | 14 | -6
10 | C/C(=C(\C#N)C(=O)NCCCN1CCOCC1)N(C)C | 93 | -15 | -30 | -13 | 102 | -10 | 99 | 0 | -4 | 29 | -6
11 | COc1ccc(C(=O)C2CCCN(Cc3ccc(C#CCCO)cc3)C2)cc1F (configuration not stated) | 97 | -7 | -37 | -1 | 101 | -6 | 96 | 0 | -3 | 9 | -3
12 | Cc1ccccc1NC(=O)Cn1c(=O)n(-c2ccc(CC(=O)NCC3CCCO3)cc2)c(=O)c2ccccc21 (configuration not stated) | 94 | 1 | 1 | -10 | 111 | -1 | 99 | -8 | -19 | 10 | -3
13 | COc1ccc(/C=C2\C(=O)NC(=S)N2C(=O)c2ccc(C)cc2)cc1 | 100 | -1 | 56* | -7 | 99 | -3 | 99 | -5 | -2 | 16 | -7
14 | Cc1nc(Sc2cccn2C)c(C(F)(F)F)c(=O)[nH]1 | 92 | 0 | -60 | 0 | 96 | 2 | 83 | 0 | 4 | 10 | 0
15 | CC1CCCN(S(=O)(=O)c2cccc(-c3cn4cccnc4n3)c2)C1 (configuration not stated) | 98 | 0 | -1 | -1 | 100 | -2 | 96 | -4 | -4 | 15 | -4
16 | Cc1ccc(/C=C/C(=O)O)cc1S(=O)(=O)NC1CCS(=O)(=O)C1 (configuration not stated) | 104 | -5 | -12 | -4 | 102 | -2 | 104 | -3 | 0 | 20 | -5
17 | COc1cccc(CNC(=O)c2ccccc2N)c1 | 88 | 0 | -8 | -1 | 92 | -3 | 86 | 1 | -4 | 12 | 1
18 | COc1ccc(-c2cc(C(F)(F)F)nc(SCC(=O)N(C)Cc3cnn(C)c3C)n2)cc1OC | 106 | 0 | 3 | -10 | 102 | -4 | 101 | -4 | -5 | 9 | -17
19 | CC1CCCCN1S(=O)(=O)c1ccc(C(=O)Nc2nnc(-c3ccccn3)o2)cc1 (configuration not stated) | 100 | -1 | -32 | 1 | 99 | 3 | 98 | 0 | 1 | 18 | 0
20 | Cc1cc2ccccc2c(=O)[nH]1 | 108 | -4 | 17 | -6 | 107 | -7 | 107 | -4 | -1 | 38 | -6
21 | O=c1oc(-c2ccco2)nc2ccccc12 | 104 | 0 | 5 | 3 | 101 | 0 | 101 | 0 | -3 | 26 | -1
22 | COc1ccc(Cl)cc1NC(=S)NCCSc1ccc(C)cc1 | 94 | -4 | -40 | -6 | 100 | -5 | 98 | -11 | -16 | 10 | -5
23 | CN(Cc1nc2ccc(F)cc2[nH]1)Cc1nc(CC2CC2)no1 | 91 | -7 | -23 | -5 | 96 | -6 | 97 | -6 | -4 | 14 | -7
24 | O=C(C1CCN(S(=O)(=O)c2cnc[nH]2)CC1)N1CCc2ccccc2C1 | 99 | -16 | -12 | -7 | 102 | -12 | 102 | 3 | 0 | 25 | -7
25 | CN(C)C=NC1=NN(c2cccc(C(F)(F)F)c2)CC1 | 99 | -11 | -8 | -2 | 98 | -11 | 99 | -2 | -3 | 27 | -10
26 | Cc1cc(/C=C2\SC(=Nc3ccc(F)cc3)NC2=O)c(C)n1-c1ccc(S(N)(=O)=O)cc1 | 96 | -1 | -28 | -5 | 97 | -2 | 99 | -3 | 0 | 45 | -7
27 | O=C(Nc1ccncc1)c1cn(-c2ccccc2)nc1-c1cccs1 | 101 | -12 | -5 | -5 | 99 | -15 | 102 | -2 | -2 | 30 | -11
28 | Cc1ccc(C(=O)N/C(=C\c2ccc([N+](=O)[O-])cc2)C(=O)NCCc2ccccc2)cc1 | 105 | -11 | -11 | -3 | 106 | -9 | 103 | 0 | 0 | 13 | -8
29 | Cn1c(=O)n(C)c2cc(S(=O)(=O)NCCOCCO)ccc21 | 101 | -12 | 16 | -6 | 100 | -10 | 102 | 0 | -2 | 36 | -6
30 | CCOC(=O)c1[nH]c2c(c1-c1ccccc1)C(=O)CC(c1ccc(OCC)cc1)C2 (configuration not stated) | 64 | 0 | 3 | 0 | 80 | 4 | 63 | 2 | 0 | 16 | 0
31 | COc1ccc(N2CCN(CC(O)COc3ccccc3[N+](=O)[O-])CC2)cc1 (configuration not stated) | 104 | 1 | -1 | -8 | 104 | 1 | 104 | -2 | -3 | 9 | -5
32 | O=C(Nc1nc(-c2ccc3ccccc3c2)cs1)C1CCN(S(=O)(=O)c2cccs2)CC1 | 101 | -1 | -44 | -6 | 102 | -3 | 103 | -3 | -3 | 11 | -5
33 | CCOc1ccc(Cl)cc1/C=N/NC(=O)c1ccccc1 | 100 | -1 | -10 | -5 | 101 | -1 | 102 | -4 | -1 | 10 | -7
34 | CCn1ccnc1CN(C)Cc1nc(Cc2cccc(C(F)(F)F)c2)no1 | 107 | 0 | 1 | -2 | 101 | -1 | 100 | -1 | -4 | 14 | -1
35 | Cc1ccc(-c2ccccc2)n1-c1ccc(C(=O)O)cc1 | 96 | -11 | -27 | -5 | 96 | -8 | 97 | -4 | 10 | 9 | -9
36 | CCc1nc2oc3ccccc3c(=O)c2c(=O)n1Cc1ccccc1 | 93 | 5 | 1 | 4 | 87 | 5 | 96 | 4 | 2 | 24 | 3
37 | Nc1nc(SCC(=O)Nc2ccccc2)[nH]c(=O)c1-c1ccccc1 | · | 3 | -39 | 7 | · | 9 | · | 10 | 1 | 36 | 4
38 | O=Nc1c(O)n(Cc2ccc(Cl)cc2)c2ccccc12 | 97 | 0 | -1 | 0 | 101 | -2 | 95 | -4 | -1 | 15 | 0
39 | Cc1ccc(OCC(=O)N2CCN(C(=O)c3cccc(F)c3)CC2)cc1 | 95 | -4 | -28 | 0 | 98 | 0 | 101 | 0 | 0 | 10 | -2
40 | COc1ccc(CN(CC2CCC(C(=O)O)CC2)C(=S)Nc2cccc(C)c2)cc1 (configuration not stated) | 99 | -5 | -47 | -6 | 101 | -2 | 99 | -2 | 0 | 20 | -3
41 | N#CCCn1cc(/C=N/O)c(-c2ccc(Cl)cc2)n1 | 95 | -3 | -14 | -2 | 101 | -2 | 95 | -1 | -3 | 10 | 0
42 | CC(C)N1CCN(Cc2ccccc2-c2ccco2)CC1CCO (configuration not stated) | 102 | -7 | -47 | -5 | 102 | -2 | 100 | -4 | -3 | 14 | -9
43 | O=C(CSc1n[nH]c(C2CCCC2)n1)NC1CCCC1 | 98 | -10 | 6 | -5 | 100 | -5 | 99 | 3 | 0 | 59 | -3
44 | CC(C)CCSc1nc2ccccc2[nH]1 | ? | -3 | -1 | 0 | 101 | -1 | 99 | 0 | 0 | 14 | -6
45 | CCC(=O)NC(c1cccs1)c1cc([N+](=O)[O-])c2cccnc2c1O (configuration not stated) | 97 | 29 | 1 | -4 | 98 | 3 | 97 | 4 | 2 | 12 | -4
46 | COc1ccc(-n2cnnc2SCC(=O)Nc2cc(C)on2)cc1 | 97 | -4 | -5 | -1 | 101 | -1 | 94 | -3 | 0 | 13 | -3
47 | Cc1cc(C(=O)CSc2nc(N)cc(=O)[nH]2)c(C)n1CCc1ccc(F)cc1 | 97 | -1 | -3 | 1 | 98 | -1 | 96 | 0 | -2 | 15 | -3
48 | O=C(C1=C[C@H](c2ccc(C(F)(F)F)cc2)C[C@H](OCCCCO)O1)N1CCN(Cc2ccccc2)CC1 | 101 | -4 | -5 | -2 | 98 | -2 | 102 | -1 | -2 | 19 | -3
49 | CC(C)Cn1c(N)c(C(=O)CSc2nc3ccccc3n2C)c(=O)n(C)c1=O | 100 | -3 | -12 | -1 | 102 | -1 | 99 | -3 | 0 | 35 | -3
50 | Cc1ccc(C(C)NC(=O)Cn2nc(C)c([N+](=O)[O-])c2C)cc1 (configuration not stated) | 103 | -5 | 2 | -5 | 102 | -4 | 101 | -3 | -4 | 19 | -3

(more compounds)
# | compound | RGS7-Gao | Bfl-1 Bim block | Mcl1-Bid inh | Bcl-XL Bim block | RGS8-Gao | Bcl-2 Bim block | RGS4-Gao reg | Bim-Bcl-W | Mcl-1 Bim block | GSH fluor | Bim-Bcl-B
51 | CCOC(=O)c1nnn(CC(=O)Nc2cccc(Cl)c2C)c1C(=O)OCC | 102 | -10 | 8 | -11 | 102 | -3 | 101 | 2 | 4 | 48 | -6
52 | CCC(=O)N1CCc2cc(S(=O)(=O)NC(C(=O)N3CCc4ccccc4C3)C(C)C)ccc21 (configuration not stated) | 99 | -2 | -29 | 0 | 99 | 4 | 101 | -1 | -2 | 7 | -3
53 | CCOC(=O)N1CCN(C(=O)CSCc2ccc(Cl)cc2)CC1 | 103 | -2 | -17 | -4 | 104 | -5 | 103 | -3 | -1 | 17 | -8
54 | Cc1nonc1NC(=O)CSc1nc2c(C)cccc2cc1C#N | 102 | -16 | -29 | -3 | 107 | -1 | 103 | -1 | 0 | 10 | -1
55 | CCn1c(SCC(=O)NCC2CCCO2)nnc1-c1ccc(S(=O)(=O)N2CCN(C)CC2)cc1 (configuration not stated) | 105 | -4 | -28 | -3 | 100 | 1 | 98 | -1 | 0 | 9 | -5
56 | C=CCNC(=O)COc1ccc(S(=O)(=O)N2CCCC2)cc1 | 102 | 0 | -19 | 0 | 102 | 3 | 100 | 1 | 13 | 27 | 0
57 | Cc1ccc(NC(=S)NCCc2ccccc2)c(C)c1 | 94 | -4 | -56 | -10 | 91 | -5 | 95 | -7 | -7 | 8 | -9
58 | COC(=O)[C@H](C)NC(=O)Nc1ccccc1C(F)(F)F | 98 | -6 | -26 | -3 | 97 | -1 | 95 | -1 | 0 | 5 | -1
